Bioassay records from PubChem BioAssay.
NCI-60 one-dose screen, 48 h, at 10 µM unless noted. Numbers give growth in % (100 = growth as untreated, 0 = no growth, -100 = all killed).
MALME-3M: MALME-3M melanoma; actives 5.8% (n = 78,000); AID 1794766
BT-549: BT-549 breast cancer. actives 4.4% (n = 78,000). AID 1794793
SK-MEL-2: SK-MEL-2 melanoma. AID 1794763. actives 4.7% (n = 77,000)
HS 578T: HS 578T breast cancer. actives 4.1% (n = 78,000)
MDA-MB-231: MDA-MB-231 breast cancer | actives 5% (n = 81,000)
LOX IMVI: LOX IMVI melanoma; AID 1794757; actives 7.4% (n = 79,000)
T-47D: T-47D breast cancer | actives 5% (n = 79,000)
MCF7: MCF7 breast cancer. actives 6.3% (n = 82,000). AID 1794796
The depositor's hits bear a star; . = not tested or not shown. The calls were made as follows: active = growth percent below 10; inactive = the rest.

SMILES	HS 578T	BT-549	MALME-3M	MDA-MB-231	MCF7	SK-MEL-2	LOX IMVI	T-47D
CNC(=O)c1ccccc1Nc1nc(Nc2cc(OC)c(OC)c(OC)c2)ncc1Br	-3.2*	-93*	-40*	-3.9*	1.5*	-77*	-60*	-25*
O=c1[nH]c2cc(Cl)c(Cl)cc2o1	100	132	117	100	105	.	99	121
Clc1ccc2sc(SCCCCn3ccnc3)nc2c1	95	83	94	87	95	104	91	64
CCOc1ccc(/C=N/Nc2nc3ccccc3s2)cc1OCC	76	109	.	47	88	72	85	61
CC1CN(C=O)CC(C)N1CCN1C(C)CN(C=O)CC1C (stereo unspecified)	105	119	.	109	102	106	.	95
COc1nc2ccccc2n2c1nc1ccccc12	101	108	124	91	69	111	98	91
N#Cc1ccc(-c2ccc(-c3cccs3)s2)cc1F	82	103	73	86	35	79	76	42
Cn1cccc1-c1cc(-c2cccc(F)c2)c(C#N)c(=O)[nH]1	96	90	97	95	91	105	89	.
CCOC(=O)c1cnc2cc(Cl)cc(Cl)c2c1Nc1cccc(S(N)(=O)=O)c1	109	93	111	102	83	118	112	81
Cc1cccc(NC(=O)C(C)C)c1	101	95	103	106	89	129	96	91
C=CCn1cc(/C=C2\C(=O)N(c3cccc(Cl)c3)N=C2C)c2ccccc21	97	89	106	84	80	101	91	69
Cc1ccc(C(=O)c2ccc(CC(=O)NN3C(=O)C=CC3=O)n2C)cc1	107	101	97	96	91	108	90	102
CCCCCc1c(C)[nH]c(/C=c2\[nH]/c(=C3/C=c4ccccc4=N3)cc2OC)c1C	-37*	-35*	-65*	-81*	-54*	-74*	-85*	-6.7*
O=c1oc2c(Cl)cc(Cl)cc2cc1-c1nc2ccccc2[nH]1	96	105	82	88	84	106	107	85
Fc1cccc(CNc2c3ccccc3nc3ccccc23)c1	64	77	50	31	7.9*	81	12	43
Nc1nnc(-c2cccc(Cl)c2Cl)c(N)n1	84	100	112	106	97	101	97	106
Cc1ccc(-n2nnc(C(=O)O)c2C2CCCO2)cc1 (stereo unspecified)	89	95	106	103	90	111	101	91
Cc1ccc(Nc2ncnc3c2c(C)nn3-c2ccccc2)cc1	109	108	101	103	93	108	.	88
CCN(CC)CCNc1ccc(CO)c2oc3cc(Cl)ccc3c(=O)c12	99	95	112	84	65	128	70	117
CN(C(=O)c1cc(S(=O)(=O)Nc2cccc(Cl)c2)c(O)c(O)c1O)c1ccc(N(C)C(=O)c2cc(S(=O)(=O)Nc3cccc(Cl)c3)c(O)c(O)c2O)cc1	98	78	94	75	93	79	64	89
CCCn1ccc(-n2nnc(-c3nc4ccccc4[nH]3)c2N)n1	110	94	106	108	39	109	115	53
O=c1c2sc3ccccc3c2nnn1-c1ccc(F)c(Cl)c1	33	82	58	27	64	75	58	46
N#C/C(=C\c1ccc(F)cc1)n1nnc2cc(F)c(F)cc21	101	103	126	90	92	92	110	83
O=C(CSc1nc2ccccc2[nH]1)c1ccccc1	100	120	116	89	75	110	102	78
COc1ccc(/C=C/C(O)CCN2CCC3CCC(C3)C2)cc1 (stereo unspecified)	114	120	.	91	101	96	94	105
COc1ccc(C(=O)/C=C/c2ccc(/C=C/c3cc(OC)c(OC)c(OC)c3)cc2)cc1	.	42	67	77	31	65	25	43
Cc1ccc(C(SCC(N)C(=O)O)(c2ccccc2)c2ccc(C)cc2)cc1 (stereo unspecified)	-46*	31	20	-13*	12	-24*	42	27
CC(C)(C)C(=O)Nc1ccc(NC(=O)C(C)(C)C)cc1	111	136	127	115	102	.	103	114
CCN(CC)Cc1cc(Nc2nc(/C=C/c3ccc(Cl)cc3)nc(Cl)c2-c2ccc(Cl)cc2)ccc1O	91	88	91	82	47	112	74	.
COC(C)(C)c1cc(C(C)(C)C)c(O)c(C(C)(C)C)c1	103	108	101	99	101	100	110	102

Looked up by compound from the entries so far:
SMILES	HS 578T	BT-549	MALME-3M	MDA-MB-231	MCF7	SK-MEL-2	LOX IMVI	T-47D
N#Cc1ccc(-c2ccc(-c3cccs3)s2)cc1F	82	103	73	86	35	79	76	42
COc1ccc(/C=C/C(O)CCN2CCC3CCC(C3)C2)cc1 (stereo unspecified)	114	120	.	91	101	96	94	105
O=c1oc2c(Cl)cc(Cl)cc2cc1-c1nc2ccccc2[nH]1	96	105	82	88	84	106	107	85

New compounds follow.
SMILES	HS 578T	BT-549	MALME-3M	MDA-MB-231	MCF7	SK-MEL-2	LOX IMVI	T-47D
CC12CCCC(=O)N1c1ccccc1-c1nc(-c3ccccc3Cl)nn12 (stereo unspecified)	97	101	99	75	75	117	92	75
COc1c(O[C@@H]2OC(CO)[C@H](O)[C@H](O)C2O)cc2oc3cc(O[C@H]4O[C@H](CO)[C@@H](O)C(O)C4O)c(CC=C(C)C)c(O)c3c(=O)c2c1CC=C(C)C (stereo partly specified)	99	103	107	97	102	106	100	95
C1=C(c2ccc(-c3ccccc3)cc2)CCCC1	102	96	88	87	85	99	95	86
CCOC(=O)/C(F)=C/C1CC1CC(C)(C)C (stereo unspecified)	105	104	95	104	94	107	100	111
CCC1=C(c2ccc(OC)cc2)C(C)(C)Oc2cc(O)c(CN3CCCC3)cc21	86	66	77	96	90	86	59	68
COc1cc(/C=C/C(=O)c2ccc(-n3cc(CN4CCN(c5cc6c(cc5F)c(=O)c(C(=O)O)cn6C5CC5)CC4)nn3)cc2)ccc1O	74	90	94	74	38	93	37	75
O=C(Nc1cc(F)cc2cccnc12)c1cnc(N2CCOCC2)cn1	98	72	54	55	2.6*	96	19	24
Cc1c(C(=O)CN2C3CCC2CC3)c2ccc(CCS(C)(=O)=O)cc2n1-c1ccc(Cl)cc1	94	106	108	84	86	105	92	98
COc1ccccc1C(=O)c1ccccc1C(=O)c1ccccc1	100	101	.	93	106	97	95	88
CCCCCCCCCCCC(=O)NC(C)(C)C(=O)N1CCCC1C(=O)NC(C)(C)C(=O)NC(C)(C)C(=O)N1CCCC1C(=O)NC(C)(C)C(=O)NC(C)(C)C(=O)N1CCCC1C(=O)NC(C)C(=O)NCCC(=O)NC(C)C(=O)NC(C)(C)C(=O)NC(C)(C)C(=O)NC(C)(C)C(=O)NCCC(=O)NC(C)(C)C(=O)NC(C)(C)C(=O)NC(C)(C)C(=O)NC(C)C(=O)NCCC(=O)O (stereo unspecified)	-70*	-97*	-89*	-87*	-82*	-96*	-92*	-64*
CCC1=C[C@H]2CN(CCc3c([nH]c4ccccc34)[C@@](C(=O)OC)(c3cc4c(cc3OC)N(C)[C@H]3[C@@](O)(C(=O)OC)[C@H](OC(C)=O)[C@]5(CC)[C@@H]6C[C@@H]6CN6CC[C@]43[C@@H]65)C2)C1	11	16	37	-22*	7.8*	13	17	70
CCC/C=C/C=N/NC(=S)NCC	95	102	95	95	97	101	99	82
COc1cc(-c2c3c(cn2CCN2CCCC2)-c2oncc2CC3)cc(OC)c1OC	98	106	101	104	94	105	95	.
COC(=O)[C@H]1[C@H](OC)[C@@H](OC(=O)/C=C/c2ccncc2)CC2CN3CCc4c([nH]c5cc(OC)ccc45)[C@@H]3C[C@@H]21 (stereo partly specified)	77	.	.	62	56	103	50	37
S=c1cnc2ccccc2[nH]1	91	103	85	111	73	96	94	82
c1ccc(COC2COC(c3ccccc3)OC2)cc1 (stereo unspecified)	109	106	127	107	107	108	107	92
O=C(NCc1nnc2n(Cc3ccccc3)c(=O)c3c4c(sc3n12)CCCC4)c1ccccc1	93	135	94	80	57	95	86	86
O=[N+]([O-])c1ccc(N=NNc2ccc([N+](=O)[O-])cc2)cc1	123	99	96	88	83	101	99	70
CCc1ccc(-c2ccc(Nc3ccccc3)nn2)cc1S(N)(=O)=O	84	83	71	69	84	79	.	53
CCCCCC[n+]1ccc(SCC(=O)n2ccc3ccccc32)c2ccccc21	98	73	91	90	76	94	91	59
CC1(C)CCC2(C(=O)O)CCC3(C)C(=CC[C@@H]4C5(C)CCC(=O)C(C)(C)[C@@H]5CCC43C)C2C1 (stereo partly specified)	99	92	81	89	77	66	95	65
CC(C)(C)OC(=O)N1C/C(=C\c2cccs2)C(=O)/C(=C/c2cccs2)C1	93	98	96	101	39	96	91	82
CC1=C(O)C(=O)CC1	107	89	104	108	92	118	100	103
Cc1cc(CSc2ccc(Cl)cc2)ccc1N	.	56	.	62	112	100	99	84
CC1(C)OC(=O)C(c2ccccc2)O1 (stereo unspecified)	101	126	114	109	110	124	92	106
CCOC(=O)c1n[nH]n2c1nc(=O)c1cn(C)nc12	113	106	99	128	101	113	101	100
N#Cc1cc(-c2ccc3ncnc(N4CCc5cc(F)c(Cl)cc54)c3c2)cnc1N	-7.1*	9.7*	51	29	4.8*	52	28	26
COc1cc(C(=O)NC(=S)Nc2csc(-c3ccc(F)cc3)n2)cc(OC)c1OC	89	111	.	83	103	100	94	79
Cc1[nH]c(C(=O)Nc2nc3ccc(NC(N)=O)cc3s2)c(Cl)c1Cl	108	106	99	97	92	101	101	88
CCC1CCC(C)NC1 (stereo unspecified)	96	101	102	120	95	115	96	106

Ordered by length of the SMILES (smallest number first): 3 of the compounds above.
SMILES	HS 578T	BT-549	MALME-3M	MDA-MB-231	MCF7	SK-MEL-2	LOX IMVI	T-47D
C1=C(c2ccc(-c3ccccc3)cc2)CCCC1	102	96	88	87	85	99	95	86
CCC1=C(c2ccc(OC)cc2)C(C)(C)Oc2cc(O)c(CN3CCCC3)cc21	86	66	77	96	90	86	59	68
O=C(NCc1nnc2n(Cc3ccccc3)c(=O)c3c4c(sc3n12)CCCC4)c1ccccc1	93	135	94	80	57	95	86	86

Next results:
SMILES	HS 578T	BT-549	MALME-3M	MDA-MB-231	MCF7	SK-MEL-2	LOX IMVI	T-47D
CC(C)CC(=O)OCCCc1ccccc1	102	97	95	106	100	91	96	93
C/C(=N\Nc1ccc(S(N)(=O)=O)cc1)c1cnn(-c2cc(=O)[nH]c3ccc(Cl)cc23)c1C	64	44	56	48	64	73	71	46
CCCCCCCCCCCCCCCCCCOc1cccc(CC(=O)NCC[N+](C)(C)C)c1	94	95	84	80	85	102	88	85
CC(=O)c1ccc(NC(=O)Nc2ccc(S(=O)(=O)Nc3ccc(Cl)nn3)cc2)cc1	98	107	100	97	99	108	99	101
CCN(CC)CCCC(Nc1c2ccc(Cl)cc2nc2ccc(OC)cc12)c1ccc(F)cc1 (stereo unspecified)	84	81	-75*	-15*	-63*	116	-73*	.
c1ccc(Nc2cccc3ccccc23)cc1	102	99	118	85	107	110	95	104
COc1ccc(/C=C2\Oc3cc(C)c(Cl)cc3C2=O)cc1	110	101	103	97	75	111	91	.
O=C1NC(=C(Cl)Cl)/C(=N/S(=O)(=O)Nc2ccc(F)cc2)N1	95	129	103	103	88	96	.	88
Cc1ccc(NC(=O)C(c2ccccc2)c2ccccc2)cc1	90	133	98	86	91	98	85	84
COc1ccc2cc([C@H](C)C(=O)N/N=C/c3ccc(C)cc3)ccc2c1	.	93	92	.	90	93	.	79
COc1ccc(C(=O)/C=C/c2ccc3c(c2)OCO3)cc1S(N)(=O)=O	93	74	94	94	78	87	79	96
N#Cc1c(-c2ccc3c(c2)OCO3)c(C#N)c2c(C#N)c(N)nn2c1N	85	69	108	58	87	94	70	59
NS(=O)(=O)c1ccc(-n2cc(CN3CCNCC3)nn2)cc1	111	110	112	105	99	110	107	107
